EPAC2 antag = antagonists of human EPAC2; 360,000 compounds, 0.18% hits; Potency, µM (titrated, usually from 114 µM), for inactives: at the highest dose activity, negative = inhibition, most hits filed as inhibitors; EPAC2 GEF exchange of Rap1B-BODIPY-GDP, fluorescence; note: % is set by controls: 0 for no effect and ±100 for the full control effect; nearly all actives have a fitted effect of over 45% in size; many of its hits are not listed in these tables
PTHR1 ag = agonists of human PTHR1 parathyroid hormone receptor. Q03431. HEK293 GP2 PTHR1 cells, GloSensor cAMP luminescence, 1 h. Potency, µM (series often up to 115 µM), without a hit: at the highest dose activation, hits mostly activators. 410,000 compounds, 0.075% hits. AID 743266; note: nearly all actives have a fitted effect of over 55% in size; some results filed as inactive show a strong effect at the top dose; inactives centre near -15; many of its hits are not listed in these tables
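HEK-293-derived GP2 cells expressing PTHR1 and a GloSensor cAMP reporter, 3,000/well, plated overnight, given luciferin plus IBMX (each 0.5 mM as added) for 1 h at 37 °C, then compound for 1 h at 37 °C. Luminescence was read after 15 min at room temperature.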
EPAC1 ag = EPAC1 (human) agonism. 360,000 compounds, 0.073% hits. AID 720707. EPAC1 agonist qHTS, biochemical assay; response scale: 100% = response to 6.5 mM cAMP. Potency, µM (top dose mostly 154 µM), for the others: at the top dose activation, actives largely listed as activators; note: nearly all actives have a fitted effect of over 60% in size
Target sequence (O95398 whole entry, looked up): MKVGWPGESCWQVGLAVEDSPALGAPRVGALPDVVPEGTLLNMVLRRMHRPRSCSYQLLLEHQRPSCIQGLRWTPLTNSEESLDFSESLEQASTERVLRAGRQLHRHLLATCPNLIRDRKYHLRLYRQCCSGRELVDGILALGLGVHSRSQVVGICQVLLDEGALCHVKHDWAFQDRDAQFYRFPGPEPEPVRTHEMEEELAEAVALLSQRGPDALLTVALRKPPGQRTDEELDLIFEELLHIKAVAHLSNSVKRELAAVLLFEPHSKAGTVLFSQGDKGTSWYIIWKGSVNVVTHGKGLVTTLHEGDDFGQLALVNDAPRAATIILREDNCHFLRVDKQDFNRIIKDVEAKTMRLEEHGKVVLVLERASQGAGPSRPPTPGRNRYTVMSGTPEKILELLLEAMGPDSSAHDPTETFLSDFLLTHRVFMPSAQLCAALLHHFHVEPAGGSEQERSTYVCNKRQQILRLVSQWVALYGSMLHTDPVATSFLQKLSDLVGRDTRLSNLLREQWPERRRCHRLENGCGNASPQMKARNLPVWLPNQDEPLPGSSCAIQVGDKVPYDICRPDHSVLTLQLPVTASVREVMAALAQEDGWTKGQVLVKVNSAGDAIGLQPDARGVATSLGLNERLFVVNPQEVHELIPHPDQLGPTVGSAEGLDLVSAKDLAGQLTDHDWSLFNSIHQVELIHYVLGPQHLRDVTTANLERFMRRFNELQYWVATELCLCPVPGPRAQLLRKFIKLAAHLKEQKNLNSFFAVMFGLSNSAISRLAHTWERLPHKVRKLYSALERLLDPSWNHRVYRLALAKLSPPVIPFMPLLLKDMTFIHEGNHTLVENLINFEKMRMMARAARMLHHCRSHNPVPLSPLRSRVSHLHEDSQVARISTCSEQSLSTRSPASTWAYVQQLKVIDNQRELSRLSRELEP
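Read-out is the fluorescence drop as BODIPY-GDP leaves Rap1B (480 nm excitation, 540 nm emission), recorded every 5 minutes over 30 minutes. Reactions held 100 nM EPAC1, 250 nM Rap1B–BODIPY-GDP and 50 uM GDP, with 6.5 mM cAMP setting full activation.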
aSyn yeast inh = rescues yeast growth from alpha-synuclein toxicity; Yeast expressing alpha-synuclein, growth rescue, BacTiter-Glo, 24 h; 370,000 compounds, 0.14% hits; Potency, µM (top dose mostly 46.1 µM), for the others: at the highest dose growth rescue (activation), usual class: activators; note: % of control where 0% means no effect; nearly all actives have a fitted effect of over 65% in size
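Galactose-induced alpha-syn yeast (OD600=0.02, raffinose-pregrown) + pinned cpd, 24 hr, 30 deg C; growth by BacTiter-Glo luminescence. Growth restoration scores as activation.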
EPAC2 agonist = agonists of human EPAC2 (RAPGEF4); EPAC2 activation, biochemical qHTS; response scale: 100% = 6.5 mM cAMP response; AID 720711; Potency, µM (highest dose often 154 µM), for inactives: at the top dose activation, hits mostly activators; Q8WZA2; 360,000 compounds, 0.079% hits; note: nearly all actives have a fitted effect of over 50% in size
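Each well held 100 nM EPAC2, 250 nM RAP1B-BODIPY-GDP and 50 uM GDP. Fluorescence, read at 5-min intervals to 30 min, was referenced to a 6.5 mM cAMP positive control.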
TDP43 rescue = TDP-43 toxicity inhibition in yeast; TDP-43 expressing yeast growth rescue, BacTiter-Glo, 24 h; 410,000 compounds, 1.8% hits; Potency, µM (top dose mostly 46.1 µM), inactives show at the highest dose growth rescue (activation), hits mostly activators; note: % of control where 0% means no effect; nearly all actives have a fitted effect of over 50% in size
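Readout is BacTiter-Glo luminescence of cell growth, so inhibitors register as activators. TDP-43-expressing yeast at OD600=0.02 in galactose medium, after raffinose pregrowth to mid-log, were incubated with compound for 24 hr at 30 deg C.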
FUS suppressor = rescues growth of FUS-expressing yeast | S. cerevisiae FUS-expressing, growth rescue, OD600, 24 h | AID 1347120 | 390,000 compounds, 0.24% hits | Potency, µM (top dose mostly 76.6 µM), for inactives: top-dose growth rescue (activation), actives largely listed as activators;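 note: plate controls were DMSO vehicle for no effect and reference control for full effect; nearly all actives have a fitted effect of over 55% in size; some results filed as inactive show a strong effect at the top dose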
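Restored growth of FUS-toxic S. cerevisiae, read as 600 nm absorbance after 24 h at 30C in galactose medium (starting OD 0.005). Controls CP55940 and DMSO.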
EPAC1 antagonist = antagonists of human EPAC1. O95398. EPAC1 GEF assay, Rap1b-BODIPY-GDP exchange fluorescence. Potency, µM (top dose mostly 115 µM), for the others: at the top dose activity change, negative = inhibition, usual class: inhibitors. 360,000 compounds, 0.14% hits;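 note: plate controls were vehicle for no effect and positive control for full effect; nearly all actives have a fitted effect of over 50% in size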
An asterisk follows results filed as active; i = inactive; ? = inconclusive; . = not tested or not shown; [ ] = dose if it differs, or a comment. Calls come from the whole dose curve; as a rule, active = well fitted curve in the direction sought with a large enough effect; inconclusive = small, poorly fitted or top-dose-only effect, or another doubt; inactive = no such curve, though single readings can be large; an effect the other way counts as inactive or inconclusive. Potency is the fitted concentration of half-maximal effect. Not all compounds are listed. The share of hits here may be higher or lower than overall.

item	SMILES	EPAC2 antag	PTHR1 ag	EPAC1 ag	aSyn yeast inh	EPAC2 agonist	TDP43 rescue	FUS suppressor	EPAC1 antagonist
1	O=C(NCCCN1CCCC1=O)C1CCC(CNS(=O)(=O)c2ccc(Cl)cc2)CC1 (configuration not stated)	1%	-12%	10%	-3%	5%	-14%	-8%	-2%
2	COc1ccc(CCC(C)NCc2cc(OC)cc(OC)c2)cc1 (configuration not stated)	1%	-25%	0%	9%	-4%	17%	-18%	12%
3	Fc1ccccc1N1CCN(C(c2ccccn2)c2nnnn2C2CCCCC2)CC1 (configuration not stated)	0%	-10%[57.5 µM]	-3%	15%	9%	-17%	20%	-6%
4	Cn1ncc(SCc2ccccc2)c(Cl)c1=O	-12%	-31%[inhibitor]	10%	11%	12%	20µM*	-6%	17%
5	O=[N+]([O-])c1ccccc1S(=O)(=O)N1CCN(c2ccccn2)CC1	-5%	-75%[inhibitor]	-5%	0%	8%	-13%	12%	-18%
6	COc1ccc(-n2c(=O)c3c4c(sc3n3cnnc23)CC(C)CC4)cc1 (configuration not stated)	-6%	i	5%	0%	12%	5%	22%	-11%
7	CN(Cc1ccccc1)S(=O)(=O)c1ccc(N2CCOCC2)nc1	5%	-8%	-5%	5%	5%	30%	-2%	-17%
8	CC(C)=C1C2C=CC1C(C(=O)Nc1cccc(C)c1)C2C(=O)O (configuration not stated)	3%	i	0%	26%	9%	-6%	40%	-3%
9	CCCNc1cc(C)oc(=O)c1C(=O)CC	0%	-1%	-1%	-1%	14%	21%	-4%	3%
10	CCn1cc(C(=O)NCC(OC)OC)c(=O)c2cc(S(=O)(=O)N3CCC(C)CC3)ccc21	-2%	-2%	-6%	0%	-8%	11%	4%	2%
11	FC(F)Sc1nc2ccccc2[nH]1	-1%	i	-6%	14%	-2%	0%	-17%	-10%
12	CCCCN1CCc2c([nH]c3ccc(C)cc23)C1=O	1%	-31%[inhibitor][57.5 µM]	23%	4%	3%	?	-1%	-28%
13	COc1ccccc1-n1cnc2cc(NC(=O)c3ccco3)ccc21	15%	-6%[57.5 µM]	-10%	13%	4%	-38%[inhibitor]	14%	3%
14	Cc1ccc(C)c(CSc2nnc(-c3cccs3)n2Cc2ccco2)c1	-18%	18%[57.5 µM]	22%	6%	-4%	3%	33%	-10%
15	COc1ccc(N2CCN(C(=O)c3cn(C)c(=O)c4c3c3ccccc3n4C)CC2)cc1	1%	i	0%	9%	-5%	-24%	27%	-17%
16	CCCCCC(=O)Nc1ccc(-c2cn3cccnc3n2)cc1	-1%	11%	5%	2%	-3%	-8%	4%	2%
17	COc1ccc(N2CCN(C(=O)C3Cc4ccccc4CN3C(=O)c3ccccc3)CC2)cc1 (configuration not stated)	4%	i	3%	-3%	4%	?	44%	-10%
18	COc1ccc(N2CCN(C(=O)Cn3c(=O)[nH]c4ccsc4c3=O)CC2)cc1	-3%	-11%	12%	2%	9%	17%	33%	0%
19	CC(=O)Nc1ccc(N2C(=O)CSC2c2ccc([N+](=O)[O-])cc2)cc1 (configuration not stated)	1%	i	4%	4%	9%	-7%	-1%	7%
20	Cc1cc(C)n2nc(-c3sccc3-n3cccc3)cc2n1	-7%	-8%	17%	1%	12%	19%	4%	6%

Some of the entries above in another layout:
Results follow in this order: EPAC2 antag | PTHR1 ag | EPAC1 ag | aSyn yeast inh | EPAC2 agonist | TDP43 rescue | FUS suppressor | EPAC1 antagonist
19	CC(=O)Nc1ccc(N2C(=O)CSC2c2ccc([N+](=O)[O-])cc2)cc1 (configuration not stated)
 : 1% | i | 4% | 4% | 9% | -7% | -1% | 7%
20	Cc1cc(C)n2nc(-c3sccc3-n3cccc3)cc2n1
 : -7% | -8% | 17% | 1% | 12% | 19% | 4% | 6%
15	COc1ccc(N2CCN(C(=O)c3cn(C)c(=O)c4c3c3ccccc3n4C)CC2)cc1
 : 1% | i | 0% | 9% | -5% | -24% | 27% | -17%
13	COc1ccccc1-n1cnc2cc(NC(=O)c3ccco3)ccc21
 : 15% | -6%[57.5 µM] | -10% | 13% | 4% | -38%[inhibitor] | 14% | 3%
18	COc1ccc(N2CCN(C(=O)Cn3c(=O)[nH]c4ccsc4c3=O)CC2)cc1
 : -3% | -11% | 12% | 2% | 9% | 17% | 33% | 0%

The list goes on:
item	SMILES	EPAC2 antag	PTHR1 ag	EPAC1 ag	aSyn yeast inh	EPAC2 agonist	TDP43 rescue	FUS suppressor	EPAC1 antagonist
21	COc1ccc(/C=C/CN2CCC(n3nccc3NC(=O)C3CC3)CC2)cc1	-8%	i	2%	-5%	3%	0%	15%	1%
22	COc1ccc(C)cc1NC(=O)C1CCN(C(=O)c2ccco2)CC1	0%	i	3%	-1%	13%	-13%	24%	33%[activator]
23	Nc1nc(NCC2CCCO2)nc(NCC2CCCO2)c1[N+](=O)[O-] (configuration not stated)	11%	i	-8%	0%	-7%	21%	.	11%
24	Cc1cccc(C)c1NC(=O)CNC(=O)c1cncc(Br)c1	1%	i	1%	4%	2%	-13%	-16%	15%
25	Cc1ccc([N+](=O)[O-])c(OCCCNCC(C)O)c1 (configuration not stated)	5%	i	6%	-6%	3%	-23%	10%	8%
26	COc1ccc(S(=O)(=O)N2CCC(NC(=O)OCc3c(Cl)cccc3Cl)CC2)cc1	2%	i	10%	-13%	3%	10%	39%	8%
27	COc1cc(NCCCCCCCN)c2ncccc2c1	-4%	i	7%	0%	5%	6%	.	-17%
28	C/C(=N\NC(=O)Cn1ccc(C(F)(F)F)n1)c1ccc(N2CCOCC2)cc1	0%	i	-2%	1%	0%	-2%	29%	-20%
29	CCOC(=O)c1sc2nc(SCC(=O)NCc3ccco3)n(Cc3ccccc3)c(=O)c2c1C	0%	i	6%	-1%	1%	-12%	.	-11%
30	Cc1ccc(S(=O)(=O)NCc2ccc3[nH]c(C)cc3c2)cc1	4%	i	-6%	21%	13%	?	23%	-15%
31	C=CCc1cccc2cc(C(=O)Nc3cccc(C(=O)O)c3)c(=O)oc12	-9%	i	6%	0%	4%	12%	-24%	-3%
32	O=C1CC(C(=O)N2CCc3ccccc32)CN1c1ccc(F)cc1 (configuration not stated)	-5%	-5%	-1%	-2%	16%	-15%	28%	4%
33	O=C1c2ccccc2NC(c2cccs2)N1NS(=O)(=O)c1ccccc1 (configuration not stated)	-3%	i	6%	7%	13%	-6%	-1%	20%
34	O=C(Nc1ccc(F)cc1F)c1ccccc1-c1ccccc1	-12%	i	4%	-8%	1%	-3%	-4%	-19%
35	O=C(NCc1ccc(F)cc1)c1cc(C2CCCN(C(=O)CCCc3ccccc3)C2)on1 (configuration not stated)	-10%	-14%	2%	12%	14%	18µM*	?	-15%
36	CC1COc2ccccc2N1S(=O)(=O)c1ccccc1 (configuration not stated)	?	-8%	14%	8%	19%	10%	17%	-26%
37	O=C(c1ccc(N2CCCC2)c([N+](=O)[O-])c1)N1CCN(c2ccccn2)CC1	-14%	-23%	-5%	0%	3%	-9%	16%	-16%
38	Cc1noc(C)c1S(=O)(=O)Nc1ccc2c(c1)C(=O)N([C@H](C)CO)C[C@@H](C)[C@@H](CN(C)Cc1ccc3c(c1)OCO3)O2	4%	i	13%	1%	7%	15%	1%	2%
39	CSc1nc(Sc2cccc(Cl)c2)c2ccccc2n1	-2%	i	-2%	1%	7%	8%	9%	-1%
40	N#CCCN(C(=O)COC(=O)c1n[nH]c2ccccc12)c1ccccc1	11%	-8%	-3%	5%	1%	12%	.	3%
41	O=c1n2c(c(O)n1C1CCCCC1)C(c1ccccc1)=Nc1ccccc1C2	7%	16%	-13%	2%	0%	16%	-10%	3%
42	CCCCCCCCc1nc(=S)[nH][nH]1	-12%[57.1 µM]	i	-5%	-2%	-12%	13µM*	26%	8%
43	CCOC(=O)C1(CCOc2ccccc2)CCN(CC(O)CO)CC1 (configuration not stated)	7%	-6%	8%	0%	8%	9%	-6%	30%[activator]
44	CCc1ccc(NS(=O)(=O)c2c(C(=O)N3CCCCCC3)c(C)n(C)c2C)cc1	-3%	-26%	-16%	-8%	12%	-18%	36%	-19%
45	Cc1ccc(C(C)C)c(OCC(=O)Nc2sc3c(c2C#N)CC(C)(C)NC3(C)C)c1	1%	-19%	5%	5%	-13%	13%	7%	-27%
46	Cc1ccc(CCNC(=O)C2CCCN(S(=O)(=O)c3c(C)noc3/C=C/N(C)C)C2)cc1 (configuration not stated)	1%	i	-5%	0%	0%	9%	20µM*	-10%
47	O=C(Nc1ccccc1Cl)OCC#CCOC(=O)Nc1ccccc1Cl	-1%	i	8%	-10%	-1%	0%	-17%	-2%
48	CCn1c(-c2ccc(Cl)cc2)n[nH]c1=S	5%	-32%[inhibitor][57.5 µM]	4%	11%	3%	20%	10%	16%
49	CC(=O)c1c(C)nc(-c2ccc(OCC(=O)Nc3cccc(C)c3C)cc2)n1O	0%	-40%[inhibitor]	11%	6%	3%	25%	6%	0%

One compound at a time (already shown). Values in the order: EPAC2 antag, PTHR1 ag, EPAC1 ag, aSyn yeast inh, EPAC2 agonist, TDP43 rescue, FUS suppressor, EPAC1 antagonist
CCOC(=O)C1(CCOc2ccccc2)CCN(CC(O)CO)CC1 (configuration not stated) as listed: 7%, -6%, 8%, 0%, 8%, 9%, -6%, 30%[activator]
CCc1ccc(NS(=O)(=O)c2c(C(=O)N3CCCCCC3)c(C)n(C)c2C)cc1 as listed: -3%, -26%, -16%, -8%, 12%, -18%, 36%, -19%
O=C(Nc1ccccc1Cl)OCC#CCOC(=O)Nc1ccccc1Cl as listed: -1%, i, 8%, -10%, -1%, 0%, -17%, -2%
CCCCCCCCc1nc(=S)[nH][nH]1 as listed: -12%[57.1 µM], i, -5%, -2%, -12%, 13µM*, 26%, 8%
CCn1c(-c2ccc(Cl)cc2)n[nH]c1=S as listed: 5%, -32%[inhibitor][57.5 µM], 4%, 11%, 3%, 20%, 10%, 16%

Bioassay records deposited in PubChem by National Center for Advancing Translational Sciences (NCATS).
